Screening data: PubChem, National Center for Advancing Translational Sciences (NCATS)
PKM2 activator = qHTS Assay for Activators of Human Muscle isoform 2 Pyruvate Kinase | actives 0.34% (n = 260,000) | Pyruvate kinase PKM (Homo sapiens), P14618 | AID 1631, 2009 | Potency, µM (top dose mostly 57.5 µM), for the others: top-dose activation, usual class: activators | purified PKM2, Kinase-Glo ATP luminescence, activation; response scale: 0% is enzyme alone, no compound; also: potency is read from the fitted curve at half-maximal effect; nearly all actives have a fitted effect of over 55% in size
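hPK-M2, >95% pure; 0.1 mM ADP / 0.5 mM PEP final; imidazole pH7.2 buffer w/ 7 mM MgCl2, 50 mM KCl; 1 h RT; Kinase-Glo lum. Intermediate enzyme activity for dual inhibitor/activator qHTS.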
FBPA coupling cs = qHTS Assay for Inhibitors of Fructose-1,6-bisphosphate Aldolase from Giardia Lamblia: Coupling assay counterscreen. coupling enzyme system counterscreen, AmpLite Red fluorescence. activity change, negative = inhibition, % at 58.2 µM, hits read low. actives 0.67% (n = 290,000). AID 2472, 2010; in the data active = activity change below about -30%
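Counterscreen of the coupled detection system alone, without aldolase: glyceraldehyde-3-phosphate coupling enzymes plus AmpLite Red readout. Compounds at 57.5 uM final, 10 min RT preincubation, 20 min RT reaction, fluorescence 525/598 nm.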
GALK inh = qHTS Assay for Inhibitors of Human Galactokinase (GALK) | P51570 | Purified GALK, Kinase-Glo residual ATP luminescence | Potency, µM (doses to about 57.5 µM), for inactives: at the top dose activity change, negative = inhibition, usual class: inhibitors | actives 0.007% (n = 270,000) | AID 1868, 2009; also: potency is read from the fitted curve at half-maximal effect
Target sequence (P51570 whole entry, looked up): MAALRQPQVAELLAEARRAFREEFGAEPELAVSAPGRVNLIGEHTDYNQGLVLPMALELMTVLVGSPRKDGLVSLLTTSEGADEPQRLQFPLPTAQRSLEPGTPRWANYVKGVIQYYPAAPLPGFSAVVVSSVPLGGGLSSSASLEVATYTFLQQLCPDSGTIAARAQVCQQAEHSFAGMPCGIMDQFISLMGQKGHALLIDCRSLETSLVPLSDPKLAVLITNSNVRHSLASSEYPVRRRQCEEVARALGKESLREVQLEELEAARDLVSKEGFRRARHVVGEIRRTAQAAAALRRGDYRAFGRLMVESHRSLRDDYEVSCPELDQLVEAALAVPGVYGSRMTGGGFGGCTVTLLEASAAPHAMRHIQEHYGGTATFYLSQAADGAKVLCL
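The enzyme phosphorylates galactose (100 uM) using ATP (35 uM); inhibition is detected as higher residual ATP, quantified by bioluminescence after 1 h reaction at room temperature, pH 8.0.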
Eya2 phos inh = qHTS Assay for Inhibitors of the Phosphatase Activity of Eya2 | recombinant Eya2, OMFP fluorescence dephosphorylation (OMFP is methylfluorescein phosphate) | Potency, µM (titrated, usually from 76.9 µM), inactives show at the top dose activity, negative = inhibition, most hits filed as inhibitors | actives 0.006% (n = 330,000); also: potency is read from the fitted curve at half-maximal effect
Target sequence (O00167 whole entry, looked up): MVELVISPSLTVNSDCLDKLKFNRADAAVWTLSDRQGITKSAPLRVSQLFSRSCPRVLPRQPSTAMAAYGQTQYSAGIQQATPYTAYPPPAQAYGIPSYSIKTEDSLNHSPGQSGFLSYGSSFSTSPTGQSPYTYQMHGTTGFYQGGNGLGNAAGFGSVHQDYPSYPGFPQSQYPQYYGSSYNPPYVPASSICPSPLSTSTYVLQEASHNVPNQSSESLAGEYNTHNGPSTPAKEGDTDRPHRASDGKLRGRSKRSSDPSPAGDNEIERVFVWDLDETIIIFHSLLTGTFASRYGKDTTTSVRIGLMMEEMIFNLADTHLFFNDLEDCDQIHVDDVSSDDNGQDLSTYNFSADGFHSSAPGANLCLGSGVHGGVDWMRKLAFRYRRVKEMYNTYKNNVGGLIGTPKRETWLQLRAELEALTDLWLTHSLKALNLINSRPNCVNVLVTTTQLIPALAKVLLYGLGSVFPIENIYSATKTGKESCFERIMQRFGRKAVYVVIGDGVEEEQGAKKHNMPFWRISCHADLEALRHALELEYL
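Eya2 protein (added as 0.2 uM solution) was preincubated with compound for 10 min at ambient temperature in 50 mM HEPES pH 7.5, 50 mM NaCl, 5 uM MgCl2, 0.05% BSA, 1 mM DTT. OMFP (added at 50 uM) then reacted 10 min; fluorescence read at 485/525 nm.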
hERG WT inh = qHTS for Inhibitors of KCHN2 3.1: Wildtype qHTS; Voltage-gated inwardly rectifying potassium channel KCNH2 (Homo sapiens), Q12809; actives 0.37% (n = 340,000); U2OS, BacMam KCNH2, thallium flux FluxOr; stronger effect = lower value; activity change, % at 1.84 µM;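 active = maximum activity change below -70%; inconclusive = maximum activity change between -70% and -50%; inactive = maximum activity change above -50%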
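U2OS cells were transduced with wild-type KCNH2 virus (2.03 x 10^8 / mL) for 4 h at room temperature, then cultured overnight at 37 C. Thallium flux was read with FluxOr dye. Rate constants were normalized to DMSO controls.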
uPA generation = qHTS for Inhibitors of Cell Surface uPA Generation | actives 0.31% (n = 330,000) | Potency, µM (series often up to 38.3 µM), for inactives: top-dose activity change, negative = inhibition, most hits filed as inhibitors | cell surface uPA generation assay, qHTS; active = well fitted inhibition curve with a large enough effect; inconclusive = small, poorly fitted or top-dose-only effect; inactive = no such curve, though single readings can be large or run the other way; tested in mouse RAW 264.7 cells; also: potency is read from the fitted curve at half-maximal effect; nearly all actives have a fitted effect of over 55% in size
KCNH2 3.1 block = qHTS for Inhibitors of KCHN2 3.1: Mutant qHTS | Potassium voltage-gated channel subfamily H member 2, brain isoform KCNH2 3.1 (human) | U2OS KCNH2 3.1, thallium flux FluxOr; stronger effect = lower value | activity change, % (tested at about 1.8 µM) | actives 0.95% (n = 340,000) | AID 720553, 2013;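 active = maximum activity change below -70%; inconclusive = maximum activity change from -70% to -50%; inactive = maximum activity change above -50%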;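 also: thallium influx rate constant from kinetic fluorescence after stimulation buffer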
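Normalized rate constant (relative to positive and negative DMSO controls) derived from a 2 min kinetic fluorescence read after stimulation; U2OS cells expressing the 3.1 isoform via virus at 1.77 x 10^8 /mL.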
B2AR arrestin = qHTS assay of beta-arrestin-biased ligands of beta2-adrenergic receptor | Beta-2 adrenergic receptor (Homo sapiens), P07550 | beta-arrestin recruitment to beta2AR, cell-based reporter | Potency, µM (doses to about 46.1 µM), for the others: at the highest dose activation, usual class: activators | actives 0.02% (n = 330,000);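 also: potency is read from the fitted curve at half-maximal effect; 0% = DMSO controls and full agonism = EC100 isoproterenol or metaproterenol; nearly all actives have a fitted effect of over 65% in size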
BCR signal inh = qHTS Assay to Find Inhibitors of Chronic Active B-Cell Receptor Signaling; ABC-DLBCL IkBa-CBG/CBR reporter, luminescence ratio, 4 h; Potency, µM (doses to about 46.1 µM), inactives show at the highest dose ratio change, negative = lower green/red ratio, actives largely listed as inhibitors; actives 0.05% (n = 340,000); AID 493014, 2011; active = well fitted inhibition curve with a large enough effect in the signal ratio, with a control signal flat, not every such curve was filed as active; inconclusive = small, poorly fitted or top-dose-only effect, or effect the other way, or a change in a side signal; the % refers to the signal ratio;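 also: potency is read from the fitted curve at half-maximal effect; plate controls were basal doxycycline-induced cells for no effect and cells given 10 µM MG132 for full effect; MG132 reads +100%, hits lower the ratio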
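Doxycycline induced both beetle luciferases in TMD8 lymphoma cells; IKK-driven degradation limits the IkappaBalpha-fused green signal, while red luminescence normalises for cell number and nonspecific effects. Compounds tested up to 46 uM, 4 hrs.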
USP2a inh = qHTS Assay for Inhibitors of Ubiquitin-specific Protease USP2a Using CHOP2 as the Reporter; USP2 core, Ub-CHOP2 coupled fluorogenic reporter, 485/531; actives 0.01% (n = 330,000); Potency, µM (top dose mostly 38.3 µM), without a hit: top-dose activity change, negative = inhibition, actives largely listed as inhibitors; Ubiquitin carboxyl-terminal hydrolase 2 (Homo sapiens), O75604; AID 463254, 2010;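 also: potency is read from the fitted curve at half-maximal effect; plate controls were DMSO wells for no effect and full inhibition by NEM control for full effect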
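Deubiquitinase activity read as fluorescence (485/531 nm) after Ub-CHOP2 cleavage activates the enterokinase reporter on its substrate; USP2 core 10nM, Ub-CHOP2 and substrate 25nM each, 30min compound preincubation then 60min RT; data normalized to NEM, curves fitted.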
Giardia killer = Small Molecules that selectively kill Giardia lamblia: qHTS; Giardia lamblia trophozoite viability; activity change, % at 7.66 µM, hits read low; actives 0.15% (n = 340,000); in the data active = activity change below about -80%; inconclusive = between about -30% and that limit;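 also: parasites exposed to compound for two days anaerobically before the ATP read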
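Giardia lamblia trophozoites (100 cells/well) were incubated with compounds for 48 h at 37 deg C under anaerobic conditions. Viability was read as ATP content by one-step luminescence after 15-30 min at room temperature.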
The depositor's hits bear a star; ? = inconclusive; / = no result given; & = joins results of further samples; [ ] = another dose, or the depositor's remark. Unless noted, calls follow the shape of the dose curve; as a rule, active = well fitted curve in the direction sought with a large enough effect; inconclusive = small, poorly fitted or top-dose-only effect, or another doubt; inactive = no such curve, though single readings can be large; an effect the other way counts as inactive or inconclusive. Unless noted, % is scaled to controls: 0 for no effect and ±100 for the full control effect. Random draw from the library; 2.4% or so of the library scored in one or more.

SMILES	PKM2 activator	FBPA coupling cs	GALK inh	Eya2 phos inh	hERG WT inh	uPA generation	KCNH2 3.1 block	B2AR arrestin	BCR signal inh	USP2a inh	Giardia killer
O=C(CSc1nnc(CCCN2C(=O)c3cccc4cccc(c34)C2=O)n1-c1ccccc1)N1CCN(CCO)CC1	-3%	-6	-2%	6%	4	11%	7	0.0%	-13%	2%	10
CNC(=O)C1CCC(=O)N1Cc1ccccc1Cl (configuration not stated)	0%	5	0%	13%	-11	/	-9	0.2%	-5%	-3%	3
O=S(=O)(NCC(c1cccnc1)N1CCN(c2ccccc2)CC1)c1cc(F)ccc1F (configuration not stated)	2%	-2	-4%	20%	3	-15%	-16	-0.1%	7%	0%	6
O=C(CNC(=O)c1ccco1)NCC(=O)OCc1ccc(C(=O)Oc2ccc(Cl)cc2)cc1	2%	2	3%	0%	-1	-5%	-18	-0.5%	?	-1%	-7
S=C1NC2(CCCCC2)NN1c1ccccc1	6%	4	0%	4%	-4	-1%	-22	-1.5%	?	2%	9
CCOc1ccccc1C(=O)NC1CCN(CC(=O)Nc2cc(OC)ccc2OC)CC1	2%	10	2%	-4%	20	65%[activator]	-22	0.5%	-9%	-2%	-22
C[C@@H]1C=C[C@](Cc2ccccc2)(C(=O)NCC2CC2)N1C(=O)c1ccccc1	-9%&0%	-3&4	/	2%	0	8%	-5	-0.1%	2%	3%	-21
CN(C(=O)CSc1nc2ccccc2[nH]1)C1CCS(=O)(=O)C1 (configuration not stated)	/	/	/	10%	16	-4%	6	0.3%	1%	1%	12
CC1CC(Nc2ccccc2)=NC1(C)C (configuration not stated)	-10%	1	/	4%	-3	-9%	-1	-0.2%	7%	3%	6
C[C@@H](O)[C@@H]1NC(=O)c2cc([N+](=O)[O-])cc(I)c2NCC[C@@H](C(N)=O)NC(=O)CNC1=O	0%	1	/	4%	/	15%	/	-0.4%	1%	0%	-3
Cc1cccc(C)c1N1CCN(C(=O)c2ccc3c(c2)OCO3)CC1	-3%	/	-1%	-10%	8	1%	/	-0.8%	5%	-1%	-11
COc1ccc(NC(=S)N2CCC(c3ccc(C)cc3)C2)cc1 (configuration not stated)	/	4	/	6%	-3	-4%	1	0.1%	?	3%	-9
N#C/C(=C(/O)C(Cl)(Cl)Cl)c1nc2ccccc2[nH]1	3%	-2	-2%	3%	-8	-28%	-7	0.0%	?	-1%	?
O=c1ccc2cc(S(=O)(=O)NCCCc3ccccc3)ccc2[nH]1	/	2	6%	14%	3	1%	6	-0.4%	1%	-1%	5
COc1ccc(CCNC(=O)C(=O)NCC2CCCN2S(=O)(=O)c2ccccc2)cc1 (configuration not stated)	/	/	/	-41%	11	-2%	-9	0.1%	?	2%	12
CC(C)n1nnnc1-c1cccc(Cl)c1	-3%	-3	0%	15%	9	1%	12	0.1%	3%	1%	8
CCOC(=O)C1=C(C)Nc2ncnn2C1/C=C/c1ccccc1 (configuration not stated)	-3%	-1	3%	/	-9	/	1	/	/	/	-5
COc1ccc(OC)c(NC(=O)CC2SC(=Nc3ccccc3)N(CCc3ccccn3)C2=O)c1 (configuration not stated)	11%	0	1%	-2%	-2	0%	-3	0.2%	-10%	0%	36[activator]
CCCN1C(=O)/C(=C/c2ccncc2)SC1=S	-2%	1	0%	4%	-5	-5%	-9	-1.1%	-1%	3%	6
CCOc1ccc(C(=O)Nc2cc(OC)ccc2OC)cc1	-4%	-1	0%	-8%	3	-5%	12	0.0%	-5%	5%	-5
Nc1ccc(-c2cc3ccccc3c(=O)o2)cc1	/	/	/	6%	-6	?	-4	-0.2%	1%	3%	-9
COc1ccc(N2CC(C(=O)NC3CC(C)(C)NC(C)(C)C3)CC2=O)cc1 (configuration not stated)	2%	2	1%	3%	-7	6%	-10	0.0%	-3%	5%	5
COC(=O)COc1ccc(S(=O)(=O)N2CCc3ccccc3C2)cc1C	3%	0	1%	-17%	3	7%	-8	-1.4%	7%	-2%	-4
N#CC1(NC(=O)Cn2ncc(Cl)c(Cl)c2=O)CCCCC1	/	/	/	-5%	-5	-3%	7	0.0%	?	3%	-9
CNC(=S)Nc1cccc2[nH]ncc12	2%	1	-1%	10%	9	-2%	-2	-0.2%	-2%	3%	3
O=C(NC1CCCCCC1)c1c(O)nc2sccn2c1=O	/	/	/	4%	6	4%	2	0.0%	?	1%	8
CC(NC(=O)[C@H](C)N1C(=O)N2CCc3c([nH]c4ccccc34)[C@@]2(C)C1=O)c1ccccc1 (some centres not stated)	-4%	-1	/	-4%	-6	10%	3	1.8%	?	-8%	5
Fc1cc(F)c2nc(Nc3nc4cc5c(cc4s3)OCO5)sc2c1	?	-3	-4%	0%	-4	4%	-1	-2.4%	?	0%	-13
CCOc1cc(-c2cc(-c3ccc(C)o3)nc(N)c2C#N)ccc1O	17%	3	0%	-25%	30	-3%	-11	-0.2%	?	0%	-2
COc1ccc(NC(=O)C2=C(C)C(=O)OC23CCC(C)CC3)cc1Cl (configuration not stated)	-13%	-2	0%	-9%	-12	4%	3	0.2%	-1%	-7%	1
CC(C(=O)N1c2ccccc2Sc2ccccc21)n1nnc(-c2cccs2)n1 (configuration not stated)	-19%	2	0%	12%	-9	16%	-2	-0.4%	8%	-17%	-7
CCCC(=O)Nc1cccc(-c2cn3cccnc3n2)c1	-1%	2	5%	-11%	-6	2%	20	0.0%	9%	-3%	15
CC(=O)Nc1ccc(NC(=O)COC(=O)c2cc(S(=O)(=O)N(C)C)ccc2N2CCCC2)cc1	/	/	/	-7%	18	-1%	3	-0.4%	2%	0%	-1
Nc1ccc(N2CCCCC2)c2nonc12	0%	-53*	7%	2%	6	-11%	-2	-0.7%	-7%	1%	4
COc1cc(C(=O)N(CCc2ccccc2)C2=CC3CCC(C2)N3C)cc(OC)c1OC (configuration not stated)	0%	1	2%	-6%	1	3%	1	0.0%	-6%	-8%	-14
Cc1sc2nc(SCC(=O)N3CCN(CCO)CC3)n(-c3ccccc3)c(=O)c2c1C	-3%	-3	1%	-1%	13	-7%	13	-0.3%	?	0%	-3
Cc1ccc(NC(=O)c2cn(CCC#N)nc2-c2cccs2)c([N+](=O)[O-])c1	-1%	-9	-4%	4%	15	-1%	-6	-0.3%	-8%	4%	-18
Cc1nc2oc3ccc(Cl)cc3c(=O)c2cc1C(=O)O	/	0	/	-6%	-1	2%	8	-0.7%	?	2%	12
O=C(Nc1ccccc1[N+](=O)[O-])c1ccc(S(=O)(=O)N2CCCC2)cc1	4%	/	-5%	-9%	-7	3%	-38	-0.5%	3%	-2%	-13

Reformatted with values under each structure: entries from further up
Screens in order: PKM2 activator, FBPA coupling cs, GALK inh, Eya2 phos inh, hERG WT inh, uPA generation, KCNH2 3.1 block, B2AR arrestin, BCR signal inh, USP2a inh, Giardia killer
CC(NC(=O)[C@H](C)N1C(=O)N2CCc3c([nH]c4ccccc34)[C@@]2(C)C1=O)c1ccccc1 (some centres not stated)
 : -4%, -1, /, -4%, -6, 10%, 3, 1.8%, ?, -8%, 5
Nc1ccc(N2CCCCC2)c2nonc12
 : 0%, -53*, 7%, 2%, 6, -11%, -2, -0.7%, -7%, 1%, 4
Cc1nc2oc3ccc(Cl)cc3c(=O)c2cc1C(=O)O
 : /, 0, /, -6%, -1, 2%, 8, -0.7%, ?, 2%, 12
O=C(NC1CCCCCC1)c1c(O)nc2sccn2c1=O
 : /, /, /, 4%, 6, 4%, 2, 0.0%, ?, 1%, 8
CC1CC(Nc2ccccc2)=NC1(C)C (configuration not stated)
 : -10%, 1, /, 4%, -3, -9%, -1, -0.2%, 7%, 3%, 6
